CR mimetic SO: lowers age-related superoxide in aged yeast cells | hit rate 0.18% among 330,000 | superoxide response (% of plate mean), % at 10 µM | S. cerevisiae aged cells, superoxide DHE fluorescence; hits give low values;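 active = superoxide response under a set limit, about three screen SD below normal, cut at about 65% in these data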;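 note: yeast aged for seven days with compound at 30 °C before DHE staining; 100% = average MFI of all compound-treated wells on the plate with controls excluded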
procasp7 counter: activates human procaspase-7, counter-screen for procaspase-3 activators. P55210. recombinant procaspase-7, Ac-DEVD-pNA absorbance 405 nm; D23A/D198A/D206A triple mutant, cannot self-cleave; scale: DMSO 0, 5 µM enzyme 100. activation, % at 8.5 µM. hit rate 0.093% among 330,000. AID 463210;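 active = percent activation above the screen-wide mean plus 3 SD, cut at about 25% in these data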
Target sequence (P55210 whole entry D23A/D198A/D206A): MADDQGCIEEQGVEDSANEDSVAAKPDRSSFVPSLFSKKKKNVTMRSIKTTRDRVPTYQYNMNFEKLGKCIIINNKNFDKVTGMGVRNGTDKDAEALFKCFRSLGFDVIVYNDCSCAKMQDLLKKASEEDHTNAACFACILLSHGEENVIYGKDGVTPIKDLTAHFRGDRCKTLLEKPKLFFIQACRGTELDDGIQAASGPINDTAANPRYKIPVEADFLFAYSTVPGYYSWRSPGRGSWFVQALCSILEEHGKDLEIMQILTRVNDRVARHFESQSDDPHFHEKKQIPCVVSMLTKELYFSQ
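System: Uncleavable procaspase-7 mutant enzyme; Amount: 2 µM procaspase-7 mutant as dispensed; Schedule: 1 h compound preincubation, 2 h substrate cleavage, 25 °C; Measured by: 405 nm absorbance of p-nitroaniline; Evaluation: percent activation from buffer-corrected 0–120 min absorbance change; Control set: low DMSO alone, high DMSO plus 5 µM PC-7.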
procasp3 activ: activators of human procaspase-3; P42574; recombinant procaspase-3 D3A, Ac-DEVD-pNA absorbance 405 nm; activation, % at 8.5 µM; hit rate 0.11% among 330,000;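 active = activation above the mean of all tested compounds plus 3 SD, cut at about 21% in these data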;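 note: 0% = DMSO alone and 100% = DMSO wells spiked with extra 5 µM PC-3 D3A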
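Test system: Procaspase-3 D3A mutant, all three cleavage aspartates alanine | Dosing: Single dose, 8.5 µM nominal compound, 0.8% DMSO | Schedule: 1 h preincubation, 2 h reaction | Technique: 405 nm absorbance of p-nitroaniline, reads at 0 and 120 min | Repeats: One well per compound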
JMJD2C inh: human JMJD2C demethylase inhibition | inhibition, % at 2.35 µM | hit rate 0.069% among 330,000 | Q9H3R0 | GST-JMJD2C(1-420) H3K9me3 demethylation, DELFIA europium;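 active = more than half of a compound's replicate wells show inhibition beyond 50%, single wells judged on their own value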;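 note: signal counts dimethyl H3K9 product captured on neutravidin plate; 0% = median of DMSO wells and 100% = 0.3 times that DMSO median; strong numbers were not always called active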
Target sequence (Q9H3R0 1-420 limits assumed): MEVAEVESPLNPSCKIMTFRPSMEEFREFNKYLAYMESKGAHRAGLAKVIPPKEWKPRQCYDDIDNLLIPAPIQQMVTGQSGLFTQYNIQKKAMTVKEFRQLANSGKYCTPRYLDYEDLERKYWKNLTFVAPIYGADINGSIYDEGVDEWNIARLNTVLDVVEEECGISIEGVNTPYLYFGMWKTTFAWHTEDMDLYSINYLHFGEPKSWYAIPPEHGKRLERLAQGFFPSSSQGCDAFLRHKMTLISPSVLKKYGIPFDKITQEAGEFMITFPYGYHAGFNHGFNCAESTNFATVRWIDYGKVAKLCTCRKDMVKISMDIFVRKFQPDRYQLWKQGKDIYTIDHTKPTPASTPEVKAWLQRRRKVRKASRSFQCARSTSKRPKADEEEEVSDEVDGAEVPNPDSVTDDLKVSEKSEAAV
MEP2-GFP yeast: alters MEP2-GFP fluorescence in TOR pathway yeast screen; S. cerevisiae MEP2-GFP strain, flow cytometry GFP, 3 h; 100% = DMSO control level; GFP response vs DMSO, % at 10 µM; hit rate 0.51% among 330,000; AID 2016;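 active = GFP response versus DMSO above a set limit, roughly screen mean plus 3 SD, cut at about 180% in these data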;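 note: median GFP fluorescence of the barcode-gated MEP2-GFP cells per well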
RPL19A-GFP yeast: modulators of TOR pathway RPL19A-GFP in S. cerevisiae; S. cerevisiae RPL19A-GFP strain, flow cytometry, 3 h; hits give low values; percent response vs DMSO, % at 10 µM; hit rate 0.3% among 330,000; AID 2025;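 active = percent response vs DMSO below 50%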;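 note: median channel GFP fluorescence of the barcoded RPL19A-GFP strain; ratio of sample median GFP to plate DMSO average so 100% = DMSO; lower means less RPL19A-GFP as with rapamycin TOR inhibition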
LAP4 TOR yeast: alters LAP4-GFP fluorescence in TOR pathway yeast screen. S. cerevisiae LAP4-GFP multiplex, flow cytometry GFP, 3 h; median GFP as percent of DMSO wells. GFP response vs DMSO, % at 10 µM. hit rate 0.34% among 320,000. AID 2023;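 active = GFP response vs DMSO above a set limit, about the screen mean plus 3 SD, cut at about 150% in these data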
AHR activator: activates the human aryl hydrocarbon receptor | P35869 | AHR-responsive luciferase reporter cells, luminescence | activation, % at 5 µM | hit rate 2.5% among 320,000; in the data active = activation above about 47%;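 note: 0% = vehicle wells and 100% = reference agonist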
* = called active by the depositor; nt = no result given; [ ] = dose if it differs, or a comment.

Second line of a record – CR mimetic SO	procasp7 counter	procasp3 activ	JMJD2C inh	MEP2-GFP yeast	RPL19A-GFP yeast	LAP4 TOR yeast	AHR activator
1: Cc1cccc(CSc2nn3c(=O)c(C)nnc3s2)c1
  113	-2	-3	-1	94	98	113	1
2: CCSc1nsc(NC(=O)Nc2cccc(F)c2)n1
  107	-11	-2	2	98	98	102	-11
3: Cc1cc(=O)oc2cc(NC(=O)CCOc3ccccc3)ccc12
  106	-5	-3	-13	255*[may fluoresce violet]	38*[may fluoresce violet]	61[may fluoresce violet]	-3
4: O=C(CSc1nnc(CN2CCCCC2)n1-c1ccccc1)c1ccc2c(c1)OCO2
  120	-9	-6	6	102	104	87	2
5: Cc1cc(C)c2c(CN3CCN(Cc4ccc5c(c4)OCO5)CC3)cc(=O)oc2c1
  107	-1	4	-5	88	93	91	2
6: Cc1cc(C)c(OCC(=O)NCC(c2ccco2)N2CCCCC2)c(C)c1 (stereo not drawn)
  111	-3	0	2	98	93	97	3
7: CC(C)(C)N/C=C(\C#N)S(=O)(=O)c1ccc(Br)cc1
  101	8	6	-12	94	92	116	-1
8: Cn1cccc1C(=O)OCc1cc(-c2ccco2)on1
  93	7	-9	-3	97	96	103	-1
9: COc1ccc(CNC(=O)CCNC(=O)N2CCn3c2nc2ccccc23)cc1
  95	-1	4	12	90	99	93	-1
10: Cc1nnc(NC(=O)CSc2ncn(-c3ccccc3)n2)s1
  108	-6	6	0	107	102	92	3

Part of the list above in order of count of non-hydrogen atoms, ascending.
Second line of a record – CR mimetic SO	procasp7 counter	procasp3 activ	JMJD2C inh	MEP2-GFP yeast	RPL19A-GFP yeast	LAP4 TOR yeast	AHR activator
1: Cc1cccc(CSc2nn3c(=O)c(C)nnc3s2)c1
  113	-2	-3	-1	94	98	113	1
9: COc1ccc(CNC(=O)CCNC(=O)N2CCn3c2nc2ccccc23)cc1
  95	-1	4	12	90	99	93	-1
5: Cc1cc(C)c2c(CN3CCN(Cc4ccc5c(c4)OCO5)CC3)cc(=O)oc2c1
  107	-1	4	-5	88	93	91	2

(more compounds)
Second line of a record – CR mimetic SO	procasp7 counter	procasp3 activ	JMJD2C inh	MEP2-GFP yeast	RPL19A-GFP yeast	LAP4 TOR yeast	AHR activator
11: CCCCCC(=O)Nc1cc(S(=O)(=O)N2CCOCC2)ccc1Oc1ccc(OCC)cc1
  103	8	-1	13	110	99	104	-1
12: O=C1NNC(=O)C1c1ccccc1
  112	12	3	-15	103	105	87	2
13: COc1ccc(NC(=O)c2cccc(-n3cnnn3)c2)cc1
  90	-1	5	-1	91	107	93	15
14: CCCC12CN3CC(C)(CN(C1)C3c1ccco1)C2=O (stereo not drawn)
  109	-2	-2	-6	99	100	104	-1
15: CCCCSCCCNC(=S)Nc1ccccc1C
  87	4	11	4	104	96	118	2
16: Cc1cc(O)c(C(C)C)cc1NC1=NS(=O)(=O)c2ccccc21
  93	-12	1	-2	99	99	105	1
17: Cn1c(=O)c2c(n(C)c1=O)=NC1(CCCCC1)ON=2
  103	-3	-9	0	109	102	114	0
18: O=C(C[C@@H]1C/C=C/CCCC(=O)O[C@H](c2ccccc2)CNC1=O)N[C@H](CO)Cc1ccccc1
  96	-2	8	1	100	96	116	-1
19: O=C(O)COCC(=O)NCc1nc(-c2ccc(C(F)(F)F)cc2)no1
  101	-6	3	37	97	98	95	3
20: Cc1ccc(C(C(=O)NC2CCCCC2)N(C(=O)Cc2c[nH]c3ccccc23)c2ccccc2C)o1 (stereo not drawn)
  100	-2	-1	1	102	104	95	15
21: Cc1ccc(NC(=O)CCCCCN2C(=O)[C@@H]3Cc4ccccc4CN3C2=O)cc1
  103	3	3	0	97	98	92	-3
22: CCN=C(NS(=O)(=O)c1ccc(Br)cc1)c1ccc(Cl)cc1
  99	0	-2	3	98	103	80	0
23: CC(C)(C)c1ccc(C(=O)N2CCN(CCNC(=O)C(=O)Nc3ccc(F)cc3)CC2)cc1
  93	-1	-3	5	112	103	93	1
24: COc1cc(/C=C/C(=O)N[C@@H](Cc2c[nH]c3ccccc23)C(=O)O)ccc1O
  102	-14	2	-2	104	106	93	0
25: Cc1cccc(NC(=O)NCc2ccc3[nH]c(C)cc3c2)c1
  107	-2	-1	-2	108	102	109	37
26: CCOc1ccc(CCN2CN(C3CCCCC3)CNC2=S)cc1OCC
  115	4	9	4	94	95	98	1
27: CSc1cccc(NC(=O)N2CCN(C)CC2)c1
  98	4	10	-2	106	104	96	3
28: OC(COc1ccc2ccccc2c1Br)Cn1cnc(-c2ccccc2)c1 (stereo not drawn)
  102	6	-7	61*	105	100	108	7
29: CCC1=NN(C(=O)CCc2ccccc2O)C(O)(C(F)(F)F)C1 (stereo not drawn)
  92	-1	-5	-65	89	99	87	-5
30: CC(/C=C/c1ccccc1)=N\NC(=O)c1cc(C)nc2ccccc12
  103	8	2	2	115	101	105	5

Some of the entries so far, tab-delimited.
entry	SMILES	CR mimetic SO	procasp7 counter	procasp3 activ	JMJD2C inh	MEP2-GFP yeast	RPL19A-GFP yeast	LAP4 TOR yeast	AHR activator
25	Cc1cccc(NC(=O)NCc2ccc3[nH]c(C)cc3c2)c1	107	-2	-1	-2	108	102	109	37
26	CCOc1ccc(CCN2CN(C3CCCCC3)CNC2=S)cc1OCC	115	4	9	4	94	95	98	1
27	CSc1cccc(NC(=O)N2CCN(C)CC2)c1	98	4	10	-2	106	104	96	3
28	OC(COc1ccc2ccccc2c1Br)Cn1cnc(-c2ccccc2)c1 (stereo not drawn)	102	6	-7	61*	105	100	108	7
29	CCC1=NN(C(=O)CCc2ccccc2O)C(O)(C(F)(F)F)C1 (stereo not drawn)	92	-1	-5	-65	89	99	87	-5

(list continues)
Second line of a record – CR mimetic SO	procasp7 counter	procasp3 activ	JMJD2C inh	MEP2-GFP yeast	RPL19A-GFP yeast	LAP4 TOR yeast	AHR activator
31: COc1ccc(-c2cc(C(F)(F)F)nc(SCC(=O)NCc3cccs3)n2)cc1OC
  117	0	10	1	104	104	102	9
32: Cc1ccc(F)c(C2C3C=CCC(c4cccc(-c5ccc(N(C)C)cc5)c4)C3C(=O)N2Cc2ccccc2)c1 (stereo not drawn)
  116	15	4	0	99	102	98	4
33: O=S(=O)(c1cccc(-c2cn3cccnc3n2)c1)N1CCOCC1
  79	-11	-3	nt	104	98	104	1
34: CC(Oc1ccc2c(-c3ccccc3)cc(=O)oc2c1)C(=O)NC(Cc1c[nH]c2ccc(O)cc12)C(=O)O (stereo not drawn)
  101	3	7	-24	102	97	101	1
35: CCN1CCN(C(=O)COCc2cc(-c3ccc4c(c3)OCO4)on2)CC1
  99	-1	3	-8	100	95	98	4
36: Cc1cc(C)c2[nH]c(=O)c(CN(CC3CCCO3)C(=S)NCc3ccco3)cc2c1 (stereo not drawn)
  96	-13	-9	-7	85	91	84	17
37: Clc1ccc(/C=N/NC(=Nc2ccccc2)c2ccccn2)c(Cl)c1
  100	3	0	-11	94	91	90	14
38: COC(=O)c1ccccc1S(=O)(=O)N1CCC(C(=O)OC(C)C(=O)NC(N)=O)CC1 (stereo not drawn)
  98	10	6	1	114	96	115	0
39: COCCNC(=S)N1CCc2cc(OC)c(OC)cc2C1c1cccs1 (stereo not drawn)
  90	13	2	2	101	100	104	5
40: Cc1cc(C)c2c(n1)nn1c(C3CC3)cc(C(F)(F)F)nc21
  101	0	-1	9	109	92	105	2

Record cards (already shown). Values in the order: CR mimetic SO, procasp7 counter, procasp3 activ, JMJD2C inh, MEP2-GFP yeast, RPL19A-GFP yeast, LAP4 TOR yeast, AHR activator
O=S(=O)(c1cccc(-c2cn3cccnc3n2)c1)N1CCOCC1 is listed as 79, -11, -3, nt, 104, 98, 104, 1
CCN1CCN(C(=O)COCc2cc(-c3ccc4c(c3)OCO4)on2)CC1 is listed as 99, -1, 3, -8, 100, 95, 98, 4

The listing continues.
Second line of a record – CR mimetic SO	procasp7 counter	procasp3 activ	JMJD2C inh	MEP2-GFP yeast	RPL19A-GFP yeast	LAP4 TOR yeast	AHR activator
41: Cc1ccc(S(=O)(=O)Nc2nnc(C3CCCCC3)s2)cc1
  101	-9	-4	14	101	106	85	4
42: Cn1nnnc1SCC(=O)Nc1ccc2c(c1)OCCO2
  108	4	-1	-6	101	102	94	17
43: COc1ccccc1NC(=O)CN1CC(=O)Nc2ccccc21
  99	1	3	-9	95	99	107	7
44: CCN(c1ccccc1)S(=O)(=O)c1ccc(OC)c(NS(=O)(=O)c2cccs2)c1
  117	0	3	0	104	101	96	-1
45: CCOC(=O)N1CCN(C(=O)c2ccc(N(C)S(=O)(=O)c3ccc(C)cc3)cc2)CC1
  76	-3	1	-6	100	111	101	5
46: Cc1ccc(C2/C(=C(\O)c3ccc4c(c3)OCCO4)C(=O)C(=O)N2Cc2cccnc2)cc1 (stereo not drawn)
  86	-14	-6	13	115	95	97	2
47: C[C@@H]1CN([C@H](C)CO)C(=O)Cc2cc(NC(=O)CCC(F)(F)F)ccc2O[C@@H]1CN(C)C(=O)Nc1ccccc1
  125	5	2	10	nt	nt	nt	-1
48: Cc1ccc(NC(=O)Cc2ccccc2)c(C)c1
  94	1	-6	-7	96	95	96	-1
49: COc1ccc(N(CC(=O)Nc2ccccc2OC)S(=O)(=O)c2ccc(OC)c(OC)c2)cc1
  99	6	7	-2	105	105	96	3
50: Cc1[nH]nc2c1C(c1ccsc1)C(C#N)=C(N)O2 (stereo not drawn)
  96	0	1	11	97	91	92	0

Outcome played no part in choosing rows. Share with any hit: about 3.8%.
